High-throughput results as filed in PubChem BioAssay.
TLR4 MyD88 comp: inhibitors of human TLR4-MyD88 binding; actives 0.18% (n = 200,000); HeLa CL3-4 TLR4/MyD88 BLA complementation, FRET ratio; inhibition, % at 8.4 µM; O00206+Q99836; in the data active = inhibition above about 25%;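 also: 0% = vehicle and 100% = reference inhibitor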
Target sequence (O00206 whole entry, looked up): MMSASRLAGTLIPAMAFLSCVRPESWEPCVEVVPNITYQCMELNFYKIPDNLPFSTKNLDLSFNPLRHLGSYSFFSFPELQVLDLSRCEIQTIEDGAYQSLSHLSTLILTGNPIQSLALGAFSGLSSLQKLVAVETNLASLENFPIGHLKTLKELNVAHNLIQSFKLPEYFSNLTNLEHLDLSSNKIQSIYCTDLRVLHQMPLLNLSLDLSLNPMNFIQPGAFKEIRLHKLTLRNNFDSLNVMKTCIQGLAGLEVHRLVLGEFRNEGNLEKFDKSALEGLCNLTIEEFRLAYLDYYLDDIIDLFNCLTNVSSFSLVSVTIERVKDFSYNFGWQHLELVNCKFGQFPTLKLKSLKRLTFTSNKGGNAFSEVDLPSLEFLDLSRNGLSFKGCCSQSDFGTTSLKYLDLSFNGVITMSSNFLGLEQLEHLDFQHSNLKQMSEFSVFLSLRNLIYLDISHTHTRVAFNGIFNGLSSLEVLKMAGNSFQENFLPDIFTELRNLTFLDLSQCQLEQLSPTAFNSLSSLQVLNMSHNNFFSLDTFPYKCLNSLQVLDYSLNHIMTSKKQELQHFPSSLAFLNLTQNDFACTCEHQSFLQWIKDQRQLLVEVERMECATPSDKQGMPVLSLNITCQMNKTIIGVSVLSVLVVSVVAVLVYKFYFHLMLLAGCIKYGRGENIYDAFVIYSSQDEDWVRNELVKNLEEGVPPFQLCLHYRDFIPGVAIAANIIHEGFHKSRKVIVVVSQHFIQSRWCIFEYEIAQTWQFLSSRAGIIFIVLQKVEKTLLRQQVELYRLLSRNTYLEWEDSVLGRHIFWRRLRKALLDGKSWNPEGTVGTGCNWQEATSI
Target sequence (Q99836 whole entry, looked up): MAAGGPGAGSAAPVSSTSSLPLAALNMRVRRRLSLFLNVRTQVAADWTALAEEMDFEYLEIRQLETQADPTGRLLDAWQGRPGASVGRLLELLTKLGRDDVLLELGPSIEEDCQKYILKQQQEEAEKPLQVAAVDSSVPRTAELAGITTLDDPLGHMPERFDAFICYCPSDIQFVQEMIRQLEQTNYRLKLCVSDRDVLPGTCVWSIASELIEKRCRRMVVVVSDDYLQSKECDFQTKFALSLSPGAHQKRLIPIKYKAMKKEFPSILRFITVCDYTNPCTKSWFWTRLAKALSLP
STAT1 activator: STAT1 signaling activation | NIH 3T3 STAT1-luciferase reporter, IFN-gamma, luminescence; 100% = IFN-gamma alone, no compound | activation (% of control), % at 5.5 µM | actives 2.6% (n = 200,000) | AID 932;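 active = activation above the screen-wide mean activation plus 3 SD, cut at about 130% in these data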;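 also: raw ratio to IFN-gamma control signal so 100% means no change and 0% no light; values of inactives mirror those of a sister screen read the other way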
Hsp70 act: transcriptional activators of Hsp70; HeLa Hsp70 promoter luciferase reporter, luminescence; scaled: vehicle 0, proteasome-inhibitor control 100%; activation, % at 10 µM; actives 0.04% (n = 200,000);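 active = activation above the mean across all tested compounds plus 3 SD, cutoff set per campaign, cut at about 5.5% in these data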;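 also: 100% = MG132 at 30 µM as the positive control and 0% = DMSO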
STAT1 inh: inhibitors of IFN-gamma induced STAT1 signaling; NIH 3T3 STAT1-luciferase reporter, luminescence; inhibition, % at 5.5 µM; actives 0.35% (n = 200,000);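 active = inhibition above a set limit, the mean inhibition across all tested compounds plus 3 SD, cut at about 34% in these data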;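 also: 0% = IFN-gamma with DMSO and 100% = IFN-gamma with 300 µM nifuroxazide; values of inactives mirror those of a sister screen read the other way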
STAT3 activator: activators of IL-6 induced STAT3 signaling; AID 871; activation (% of control), % at 5.6 µM; U3A cells, IL-6 STAT3-luciferase reporter, luminescence; 100% = signal with IL-6 EC80 alone; actives 0.91% (n = 190,000);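 active = activation above the screen-wide mean of compound activation plus 3 SD, cut at about 130% in these data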;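 also: 0% = background luminescence of wells with medium and substrate only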
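Material: human U3A cells carrying STAT3-luciferase construct. Measured by: reporter luminescence signal. Timing: compound 1 h, then IL-6 6 h at 37 °C.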
NF-kB neuron act: compounds increasing NF-kB expression in human neuronal cells. NF-kB reporter expression; hits give high values. fold change at 12.5 µM. actives 1.6% (n = 190,000); in the data active = fold change above about 3.3
APP 5'UTR act: APP 5'UTR luciferase reporter activation. SH-SY5Y APP 5'UTR luciferase reporter, luminescence; zero percent = DMSO vehicle wells. AID 1276. activation, % at 2 µM. actives 1% (n = 190,000);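 active = activation above a set limit, based on mean plus 3 SD of controls, cut at about 140% in these data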; also: values of inactives mirror those of a sister screen read the other way
STAT3 inh: STAT3 signaling inhibition | inhibition, % at 5.5 µM | actives 0.89% (n = 190,000) | U3A cells, IL-6 STAT3-luciferase reporter, luminescence; host cell line lacks STAT1;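 active = inhibition above the mean inhibition across all screened compounds plus 3 SD, cut at about 44% in these data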;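 also: 0% = DMSO only wells and 100% = 100 µM nifuroxazide control wells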
Efa HMGR inh: E. faecalis class II HMG-CoA reductase inhibition; purified E. faecalis HMGR, NADPH absorbance 340 nm kinetic; inhibition, % at 10 µM; actives 0.41% (n = 190,000);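 active = inhibition above a set limit, the median over all tested compounds plus 3 SD, cut at about 9.5% in these data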;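 also: enzyme runs in reverse so mevalonate oxidation gives rising NADPH absorbance; 0% = complete reaction with DMSO and 100% = background rate lacking mevalonate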
DTT redox prof: compounds producing H2O2 with reducing agent – biochemical, NIH compound library profiling, artefact control for MLSCN library redox annotation, primary screen. DTT-dependent redox cycling H2O2, phenol red/HRP absorbance; 100% = 100 µM peroxide control, 0% = buffer. activation, % at 10 µM. actives 0.03% (n = 200,000). AID 878;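 active = activation of at least 50% relative to the plate's high and low controls in the primary single-dose screen; inactive = activation below 50%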;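 also: compound incubated with DTT at 0.8 mM final as the reducing agent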
* marks the source's active call; other numbers are inactive results; · = not tested or not shown.

Structure,TLR4 MyD88 comp,STAT1 activator,Hsp70 act,STAT1 inh,STAT3 activator,NF-kB neuron act,APP 5'UTR act,STAT3 inh,Efa HMGR inh,DTT redox prof
O=C(CN1CCN(C(=O)c2ccco2)CC1)Nc1ccc2c(c1)OCCO2,1,101,0.0,-1,93,0.73,14,10,-4,1.3
CCn1c(SCC(=O)Nc2nc(-c3ccccc3)cs2)nc2c1c(=O)n(C)c(=O)n2C,0,101,-0.2,-1,102,1.2,21,-2,-3,0.1
CCOC(=O)C(NC(=O)CC(C)C)(Nc1sc2c(c1C(N)=O)CCCC2)C(F)(F)F (stereo not drawn),-10,98,-0.5,2,96,1.1,-5,8,2,0.2
Cc1ccc(C(=O)NC=C(Cl)Cl)cc1,-1,105,-0.6,-5,93,1,-1,12,-1,0.7
COCn1c(COc2ccccc2)nc2ccccc21,-4,125,-0.1,-27,103,2.1,111,0,-8,3.2
CCc1ccc(C2(O)CC(C(F)(F)F)=NN2C(=O)Cc2ccc([N+](=O)[O-])cc2)cc1 (stereo not drawn),-1,97,0.1,3,95,1.1,9,9,-2,0.5
Cc1nn(C)cc1CNC(=O)C1C2CCC(C2)C1C(=O)O (stereo not drawn),-7,104,-0.1,-7,101,1.2,4,2,-8,-1.7
Cc1nn2cc(-c3cccc(Cl)c3)cnc2c1Br,6,126,0.3,-30,102,1.8,-6,5,-2,-0.3
CCOC(=O)N1CCN(CC(=O)Nc2cc(OCC)ccc2OCC)CC1,-3,97,-0.2,1,96,1.4,14,9,-4,-0.6
Cn1c(=O)c2c(nc(CN3CCC(C(N)=O)CC3)n2CCCc2ccccc2)n(C)c1=O,-6,100,-0.1,1,113,1.4,6,-13,-5,-0.9
Cc1nc2ccc(NC(=O)c3ccc(S(=O)(=O)N4CCOCC4)cc3)cc2s1,14,94,-0.6,5,67,0.93,6,40,-2,0.0
O=C(CCC(=O)OCc1ccc([N+](=O)[O-])cc1)Nc1ccc(F)cc1,5,100,-0.1,-3,110,1.1,7,-4,-1,-0.5
N#Cc1ccc(Oc2ccc(-c3cnc4ccccc4n3)cc2)cc1C#N,-8,97,-0.6,3,86,1.1,3,12,-4,0.7
Cc1ccc(-n2c(=O)c(C#N)cc3c(=O)n4ccccc4nc32)cc1,-5,98,-0.1,2,105,1,-2,-7,-5,0.6
Cc1ccc(SCCC(=O)N2CCC(C)CC2)cc1,-1,126,0.4,-29,108,2.5,46,-7,-3,0.6
CCOC(=O)N1CCN(c2ccc([N+](=O)[O-])cc2)CC1,-4,97,0.1,4,95,1.7,-12,4,6,-0.5
Cc1cc(C)n(C(=O)CCNC(=O)c2ccccc2Cl)n1,8,105,0.3,-7,96,1.2,5,6,-2,0.5
CCCN(CCC)C(=O)C1CCN(c2cc(C)nc3c(-c4ccc(OC)c(OC)c4)c(C)nn23)CC1,0,93,-0.3,8,84,0.56,10,25,-6,0.0
CC(=O)C1(C)N(O)C(C)(C)C(c2cccs2)=[N+]1[O-] (stereo not drawn),5,104,-0.3,-5,104,0.95,-2,-3,1,0.2
O=c1cc(NCC2CCCO2)[nH]c(=O)n1-c1ccc(Cl)cc1 (stereo not drawn),12,99,-0.1,1,100,1.5,0,4,-4,0.6
Cc1cc(C)cc(N(C(=O)CNC(=O)c2cccs2)C(C(=O)NC2CCCC2)c2cccnc2)c1 (stereo not drawn),5,68,-0.2,36*,95,1.2,-1,12,0,0.8
CS(=O)(=O)N(CC(=O)Nc1ccccc1Sc1ccccc1)c1ccc(F)cc1,-4,99,0.3,1,107,0.74,6,-9,-1,-0.8
COc1cc(C2N(c3cccc(Cl)c3)C(=O)C3CCCN32)cc(OC)c1OC (stereo not drawn),-13,98,-0.2,2,102,1,8,7,0,-0.4
Cc1cc(C(F)F)n2ncc(C(=O)NC3CCCCCC3)c2n1,2,91,-0.2,10,96,1.1,5,4,-6,2.2
COc1cccc(CN2CCNC(=O)C2CC(=O)NCCc2ccccn2)c1 (stereo not drawn),-6,108,0.0,-9,103,1.2,19,8,-2,0.8
CCOC(=O)N1CCC(=NNC(=O)COc2ccc(C#N)cc2)CC1,-6,106,-0.2,-7,101,0.94,2,4,0,3.2
O=C(NCc1ccncc1)C1COc2ccccc2O1 (stereo not drawn),-4,92,-0.2,8,98,0.96,8,6,-3,-4.0
Cc1ccc(NC(=O)CN2CCC(C(=O)c3ccc(F)cc3)CC2)cc1,2,95,0.0,6,107,1.1,-9,-5,-2,0.1
O=C(OCCCCN1C(=O)c2ccccc2C1=O)c1ccc(Br)o1,-6,98,-0.2,2,91,1.1,3,14,-1,-0.5
Cc1ccc(OCC(=O)Nc2ccc(N3CCOCC3)cc2)cc1,-8,97,-0.3,3,101,1,17,5,-2,-1.8

A draw from above in order of SMILES length, lowest first:
Structure,TLR4 MyD88 comp,STAT1 activator,Hsp70 act,STAT1 inh,STAT3 activator,NF-kB neuron act,APP 5'UTR act,STAT3 inh,Efa HMGR inh,DTT redox prof
CCOC(=O)N1CCC(=NNC(=O)COc2ccc(C#N)cc2)CC1,-6,106,-0.2,-7,101,0.94,2,4,0,3.2
O=C(CN1CCN(C(=O)c2ccco2)CC1)Nc1ccc2c(c1)OCCO2,1,101,0.0,-1,93,0.73,14,10,-4,1.3
CCCN(CCC)C(=O)C1CCN(c2cc(C)nc3c(-c4ccc(OC)c(OC)c4)c(C)nn23)CC1,0,93,-0.3,8,84,0.56,10,25,-6,0.0

(continued)
Structure,TLR4 MyD88 comp,STAT1 activator,Hsp70 act,STAT1 inh,STAT3 activator,NF-kB neuron act,APP 5'UTR act,STAT3 inh,Efa HMGR inh,DTT redox prof
COc1ccccc1Oc1coc2cc(O)ccc2c1=O,12,103,-0.1,-3,102,1.4,-9,-1,0,-0.1
Cc1c(OCc2ccccc2)c(=O)ccn1Cc1ccc(F)cc1,-9,95,-0.3,6,100,1.1,-1,3,-2,9.7
CC(C)OC(=O)c1cc2ccccc2oc1=O,3,104,0.0,-4,91,1.1,12,12,1,1.6
CCc1ccccc1N1CC23C=CC(O2)C(C(=O)OCC(C)C)C3C1=O (stereo not drawn),-11,92,-0.1,8,101,1.2,·,7,-1,-1.3
CCOc1ccc(N2C(=O)CC(N(Cc3ccco3)C(=O)CC)C2=O)cc1 (stereo not drawn),-3,102,-0.1,-2,101,·,-8,5,-2,-0.5
O=S(=O)(c1cccc2cccnc12)N1CCN(c2ccc(F)cc2)CC1,3,96,-0.3,2,102,1.1,34,3,-1,-0.3
CCC(CC)NC(=O)CSc1nnc(-c2c[nH]c3ccccc23)o1,-4,96,-0.3,2,91,1.1,6,16,8,-0.1
Cc1nc2ccccc2n1/N=C/c1ccc([N+](=O)[O-])s1,0,96,-0.2,4,86,0.63,-24,18,0,-0.1
Cc1ccc(OCC(=O)Nc2ccccc2N2CCOCC2)c(C)c1,-1,100,-0.3,-1,101,0.69,2,2,-3,2.4
COc1ccc(NC(=O)CCCn2c(=O)c3sccc3n(Cc3ccc(C)cc3C)c2=O)cc1,9,91,0.0,10,100,1.2,-5,-1,-4,-1.0
COc1cccc(CNc2ccc(S(=O)(=O)Nc3nccs3)cc2)c1O,8,99,0.1,1,102,0.95,-10,1,0,-0.7
Cc1ccc(NC(=O)CN(C)C(=O)Cn2ncc(Cl)c(Cl)c2=O)cc1,32*,91,-0.2,10,87,0.14,-96,17,-1,0.4
CCC(=O)Nc1ccc(S(=O)(=O)Nc2cccnc2)cc1,-9,97,0.0,3,100,1.2,-13,4,0,1.1
C/C(=N/NC(=O)Cc1ccccc1)c1ccc(C)s1,5,111,-0.3,-12,105,1.3,4,-1,-4,0.2
CCn1ccnc1CN(C)C(=O)CCc1nnc(CCC2CCCCC2)o1,-2,112,-0.2,-15,111,1.5,4,-8,1,-0.3
CCCc1cc(C(=O)NCc2ccco2)no1,-1,110,0.1,-12,100,1.4,6,5,2,-0.3
CN(Cc1ccc2nonc2c1)Cc1nc(CC2CC2)no1,4,96,0.0,3,106,1.1,1,-2,-7,1.7
Cc1c(N2C(=O)C(=O)/C(=C(/O)c3ccc(Cl)cc3)C2c2ccccc2)c(=O)n(-c2ccccc2)n1C (stereo not drawn),9,106,0.0,-6,101,1.1,1,2,0,-0.2
CCc1ccc(/C=C2\SC(=S)N(CCC(=O)NC3=NCCS3)C2=O)cc1,7,99,-0.3,-1,86,0.89,-53,20,-2,0.5
CCCOC(=O)c1ccc(NC(=O)C2C3CCC(C3)C2C(=O)O)cc1 (stereo not drawn),-10,108,-0.3,-9,112,1.1,13,-10,-2,-0.1
COc1ccc(CNC(=O)c2cnc(C)cn2)cc1,5,98,0.0,2,107,1,11,-9,-4,2.0
Fc1cccc(Cl)c1CSc1nnc(CN2CCOCC2)n1-c1ccccc1,-7,104,-0.3,-4,109,0.96,7,-12,5,0.4
COC(=O)/C(=C/c1ccc(OC)cc1)NC(=O)c1ccco1,-14,95,-0.1,6,98,0.97,27,0,3,0.0
CCOc1ccc(Cc2noc3c2C(=O)CC(C)(C)C3)cc1OCC,-17,94,-0.2,5,106,1.9,15,-1,6,1.0
Cc1cc(C(=O)CSCc2nnc3n(CCC(C)C)c(=O)c4ccccc4n23)c(C)n1C,17,106,-0.4,-6,102,·,18,2,·,0.0
Cc1c(Cl)cccc1N1C(=O)CC(NNC(=O)c2cccnc2)C1=O (stereo not drawn),-3,102,-0.6,-2,104,0.99,-5,-10,-7,0.2
COc1ccccc1CNC(=O)/C=C/c1ccc(S(=O)(=O)N2CCOCC2)cc1,4,97,-0.2,2,101,0.82,-17,4,-1,-0.4
CCCc1cc(-c2nc(N)ncc2-c2ccc3c(c2)OCCCO3)c(O)cc1OC,-16,91,-0.1,11,104,0.47,8,-1,0,0.5
O=C(NCC1CCCO1)C(c1ccc(F)cc1)N(CCCN1CCOCC1)C(=O)c1ccc(-c2ccccc2)[nH]1 (stereo not drawn),0,112,-0.1,-14,126,0.93,6,-31,-6,-0.6
COCCNC(=O)/C(C#N)=C/c1ccccc1Br,9,106,-0.3,-8,97,1.3,3,8,3,-0.7

Structure,TLR4 MyD88 comp,STAT1 activator,Hsp70 act,STAT1 inh,STAT3 activator,NF-kB neuron act,APP 5'UTR act,STAT3 inh,Efa HMGR inh,DTT redox prof
CC(c1ccncn1)N(C)Cc1nc(-c2ccc(C(F)(F)F)cc2)no1 (stereo not drawn),-16,99,-0.1,0,110,0.89,-5,-6,-3,-0.4
Cc1ccc(N2C(=O)C3CC(c4ccccc4)=C4C5C=CC(C6C(=O)N(c7ccc(C)cc7C)C(=O)C56)C4C3C2=O)c(C)c1 (stereo not drawn),-5,107,-0.3,-8,100,1.1,-6,0,0,0.3
COCCn1c(SCC#N)nnc1-c1ccc(OC)cc1,-3,102,0.0,-4,104,0.93,-22,-1,13*,0.4
O=C(CN(Cc1cccs1)C(=O)CNS(=O)(=O)c1ccccc1)NCc1ccco1,3,97,-0.3,3,98,1,-4,6,-6,-3.8
CCc1cc(=O)oc2cc(OCC(=O)OC)c(Cl)cc12,4,97,0.7,3,86,1,1,21,-4,0.4
Cc1ccc(-c2n[nH]c(=S)n2/N=C/c2cccs2)cc1,15,96,-0.3,5,91,1.1,-7,14,1,-0.3
